Screens as filed in PubChem BioAssay.
D1 allo mod: allosterically modulates the human D1 dopamine receptor; P21728; HEK293 D1, CRE-luciferase, dopamine EC30 potentiation; actives deviate in either direction; B-score at 10 µM; actives 5.9% (n = 58,000);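 active means luminescence count or its row- and column-corrected plate score outside the 99.7% band of the plate's sample wells, on either side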
Target sequence (P21728 whole entry, looked up): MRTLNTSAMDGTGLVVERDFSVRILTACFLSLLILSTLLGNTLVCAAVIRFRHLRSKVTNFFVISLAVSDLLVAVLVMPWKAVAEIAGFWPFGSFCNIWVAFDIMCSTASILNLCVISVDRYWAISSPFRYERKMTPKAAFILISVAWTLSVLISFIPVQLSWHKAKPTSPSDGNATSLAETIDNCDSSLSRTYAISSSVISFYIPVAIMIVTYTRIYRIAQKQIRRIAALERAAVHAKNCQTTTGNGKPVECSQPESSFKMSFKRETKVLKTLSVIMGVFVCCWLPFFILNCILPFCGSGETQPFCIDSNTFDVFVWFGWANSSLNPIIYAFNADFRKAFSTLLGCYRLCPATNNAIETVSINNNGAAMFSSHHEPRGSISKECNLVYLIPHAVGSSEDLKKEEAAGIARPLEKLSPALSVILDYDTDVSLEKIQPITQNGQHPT
E coli RNAP: Escherichia coli RNA polymerase inhibition; P0A8V2; E. coli RNA polymerase, fluorescence transcription assay; inhibition, %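 (tested at 10 µM)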; actives 0.2% (n = 62,000); AID 559; in the data active means inhibition above about 20%;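 further: 0% = enzyme without compound and 100% = no enzyme blank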
HTR1A agonist: agonists of human 5-HT1a serotonin receptor; P08908; CHO 5-HT1a Ga15 NFAT-bla reporter, FRET ratio; 0% basal, 100% maximal reference agonist; activation, % at 10 µM; actives 0.56% (n = 65,000); AID 567;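 active means activation above the screen-wide mean activation plus 3 SD, cut at about 19% in these data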;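 further: 0% = DMSO wells and 100% = 5-CT at EC100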
M1 antag: antagonists of rat M1 muscarinic receptor | CHO-M1 cells, Fluo-4 calcium, ACh EC80 antagonist mode; hits give low values | B-score at 10 µM | actives 3.4% (n = 64,000) | AID 628;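 active means calcium fluorescence response, raw or row-and-column corrected B-score, differing from the plate sample mean either way at a set confidence level, mostly lower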
Target sequence (P08482 whole entry, looked up): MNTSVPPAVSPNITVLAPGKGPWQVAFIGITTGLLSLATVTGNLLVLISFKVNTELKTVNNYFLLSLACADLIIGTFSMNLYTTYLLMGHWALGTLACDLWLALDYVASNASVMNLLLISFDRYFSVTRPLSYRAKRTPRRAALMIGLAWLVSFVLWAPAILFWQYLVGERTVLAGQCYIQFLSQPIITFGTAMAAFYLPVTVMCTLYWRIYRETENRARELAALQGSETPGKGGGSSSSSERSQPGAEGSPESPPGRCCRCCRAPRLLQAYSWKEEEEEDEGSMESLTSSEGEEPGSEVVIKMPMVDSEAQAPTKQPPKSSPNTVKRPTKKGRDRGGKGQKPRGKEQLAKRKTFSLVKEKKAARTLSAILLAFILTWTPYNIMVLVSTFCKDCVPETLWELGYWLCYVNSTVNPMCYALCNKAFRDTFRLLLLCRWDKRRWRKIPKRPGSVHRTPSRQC
HER2 expr 66K: Her2 kinase expression inhibition; P04626; SKBR-3 HER2 protein level, AlphaScreen, 18-24 h; hits give low values; HER2 level % of control, % at 10 µM; actives 0.69% (n = 65,000);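 active means HER2 level under 5% of the carrier-only control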;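 further: 100% = DMSO carrier and 0% = 500 nM PU-H71 HSP90 inhibitor; lower value means stronger loss of Her2 protein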
M1 ag: activates the M1 muscarinic receptor | B-score at 10 µM | actives 3% (n = 64,000) | CHO-M1 cells, Fluo-4 calcium fluorescence, agonist mode; hits give high values;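 active means fluorescence rise, raw or as B-score row- and column-corrected plate score, outside the 99.7% band of its plate's samples, either direction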
Autofluor 339: intrinsic fluorescence of library compounds, ex339/em460 – biochemical, MLSMR library, data from DPM-DC assay, artefact control, profiling panel. AID 709. actives 5.5% (n = 65,000). compound autofluorescence, ex339/em460 nm, NADH buffer; hits give high values; 1 = no-compound wells, NADH background. fluorescence fold increase at 10 µM;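 active means at 10 µM, mean starting fluorescence two-fold or more over control wells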;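 further: signal is the first read of a kinetic run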
NADH coupling: blocks coupling enzymes of NAD/NADH assays; actives 0.02% (n = 65,000); IC50, µM (doses to about 10 µM), without a hit: at the top dose inhibition; coupled PK/LDH NADH assays, four targets;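 active means single-dose screening hits from any of four coupled enzyme assays that gave an IC50 when retested across doses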;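 further: the DPM-DC format reads NADH fluorescence rather than 340 nm absorbance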
Hsp90 inh: displaces geldanamycin probe from tumor Hsp90; NCI-N417 lysate Hsp90, Cy3B-geldanamycin FP displacement; actives 0.35% (n = 64,000); AID 429; inhibition, % at 30 µM;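 active means inhibition above 50%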;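 further: 0% = tracer plus lysate wells and 100% = tracer alone without lysate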
Active calls of the source: *; . = no result given; & = joins results of further samples; ! = repeats disagree; [ ] = another dose, or the depositor's remark.

SMILES	D1 allo mod	E coli RNAP	HTR1A agonist	M1 antag	HER2 expr 66K	M1 ag	Autofluor 339	NADH coupling	Hsp90 inh
CCOC(=O)c1nc(S(C)(=O)=O)ncc1Cl	0.053	5	-1.8	0.67	44	2	0.8	13%	0
c1ccc(-c2cnnc(N3CCCCC3)n2)cc1	0.91	5	1.6	0.16	62	1.1	1.1	3%	.
CC12CCC(C(=O)N3CCc4ccccc43)(CC1=O)C2(C)C (centres undefined)	-0.14	-8	-1.4	0.55	90	-0.73	1.1	6%	-5
COc1ccc(OC)c(NC(=O)N[C@@H](Cc2ccccc2)C(=O)O)c1	0.064	9	0.4	-0.37	96	0.44	1.1	5%	0
Cc1ccc(-c2nnc(CSc3nnc4c5c(C)c(C)sc5nc(C(C)C)n34)o2)cc1	-0.54	4	-1.1	0.81	76	-0.58	1.6	3%	-1
O=C(O)c1ccc(CSCc2c(F)cccc2Cl)o1	0.32	3	0.3	1.1	97	0.88	1.1	3%	-2
Oc1c(C(c2ccco2)N2CCC3(CC2)OCCO3)sc2ncnn12 (centres undefined)	-1.4	-8	-1.7	0.094	108	-0.56	1.2	3%	-3
CN(C)S(=O)(=O)c1ccc(C(=O)NCc2cccs2)cc1	0.017	7	-0.1	0.042	143	-0.62	1	3%	-1
Cc1cc(N2CCOCC2)cc(C)[n+]1[O-]	.	-1	-0.8	1	113	0.32	1.1	11%	.
CC1(C)Cc2c(sc3ncn4nnnc4c23)CO1	.	.	-1.6	0.32	93	-0.88	1.1	5%	-6
COc1ccccc1-c1noc(-c2cccnc2)n1	0.78	4	-0.6	-1.1	129	1.3	1.1	4%	-1
O=C(Nc1ccc2nc[nH]c2c1)c1ccco1	-0.14	.	-0.2	0.94	114	0.028	1.1	8%	1
COc1ccccc1-c1nn2c(C3COc4ccccc4O3)nnc2s1 (centres undefined)	-0.2	10	-0.4	0.68	105	0.037	1.4	8%	-6
COc1ccc(Cl)c(Cn2c(NCc3ccco3)nc3c2c(=O)n(C)c(=O)n3C)c1	0.88	4	-0.7	1.2	-26*	0.65	1.1	4%	-14
CCOC(=O)c1ccc2nc(NC(NC(C)=O)(C(=O)OC)C(F)(F)F)sc2c1 (centres undefined)	-2.7	8	-0.9	0.24	130	-0.68	1.1	2%	-1

Three entries out of the list, sorted by length of the SMILES, low to high.
SMILES	D1 allo mod	E coli RNAP	HTR1A agonist	M1 antag	HER2 expr 66K	M1 ag	Autofluor 339	NADH coupling	Hsp90 inh
COc1ccccc1-c1noc(-c2cccnc2)n1	0.78	4	-0.6	-1.1	129	1.3	1.1	4%	-1
O=C(O)c1ccc(CSCc2c(F)cccc2Cl)o1	0.32	3	0.3	1.1	97	0.88	1.1	3%	-2
CN(C)S(=O)(=O)c1ccc(C(=O)NCc2cccs2)cc1	0.017	7	-0.1	0.042	143	-0.62	1	3%	-1

Continued.
SMILES	D1 allo mod	E coli RNAP	HTR1A agonist	M1 antag	HER2 expr 66K	M1 ag	Autofluor 339	NADH coupling	Hsp90 inh
CCOC(=O)CCn1nc(-c2ccc(Cl)cc2)cc1N	0.21	5	-0.3	-0.0064	104	0.66	1.1	6%	-3
Cc1nc2ccccc2n1CC(=O)NCCN1CCCC1	-0.23	4	0.4	0.16	100	-0.99	1.1	9%	-5
CC(c1nnc(Sc2nnnn2-c2ccccc2)n1-c1ccc(F)cc1)N(C)C (centres undefined)	-0.015	.	-0.3	0.14	106	0.58	1	6%	0
Fc1ccccc1N1CCN(CCCNc2ccc3nncn3n2)CC1	-6.1*	8	13	-1.6	83	-0.14	1.1	5%	-4
COC(=O)c1c(N=CN(C)C)c(C#N)c2n1CCCC2	1.2	14	-0.2	-0.32	91	-0.61	1.1	3%	-3
Cc1cccc2sc(NC(=O)CN(C)S(=O)(=O)c3ccc(Br)s3)nc12	.	-5	0.0	-1.4	88	-0.34	1.1	7%	-9
COc1ccc(N2CC(C(=O)Nc3ccc(S(=O)(=O)Nc4nc(C)cc(C)n4)cc3)CC2=O)cc1 (centres undefined)	-0.78	7	-1.5	0.57	122	0.081	1.1	5%	-3
O=C(NCc1cccnc1)c1cn(-c2ccccc2)nc1-c1cccs1	-1.2	7	-1.4	0.22	73	2.4	1.1	9%	-3
COc1cccc2c(=O)n(CC(=O)Nc3cccc(F)c3)ccc12	0.68	3	-2.7	0.4	101	0.72	1.3	4%	-4
Cc1ccsc1C(=O)N1CC(=O)Nc2ccccc21	-0.15	4	-0.1	-0.18	118	-0.35	1.1	0%	-2
CCC(C)COC(=O)C(C#N)c1nc2ccccc2nc1N1CCCCC1 (centres undefined)	0.3	5	-4.9	-0.1	131	1.5	1.2	5%	-5
Cc1cccc(-n2c(SCC(=O)Nc3ccc4c(c3)OCO4)nnc2-c2ccoc2C)c1	-3.4*	5	1.5	-0.22	76	-0.33	1.1	3%	1
CCOC(=O)N1CCC(NC(=O)Cn2nc(Cc3ccncc3)c3ccccc3c2=O)CC1	4.3*	9	-1.1	0.06	102	-0.059	1.1	9%	-5
COc1ccc(-n2ncc3c(=O)n(CC(=O)OCc4ccccc4)cnc32)cc1	0.6	10	-2.5	-0.029	91	-0.21	1.1	3%	0
CCOC(=O)c1cccc(NC(=O)CNS(=O)(=O)c2cccs2)c1	-0.95	2	-1.2	0.034	114	0.015	1	1%	0
CC(=O)NC(CC(C)C)C(=O)NC(Cc1ccccc1)C(N)=O (centres undefined)	-0.95	0	-5.0	0.093	99	0.011	1.1	3%	-3
Oc1ccc(N2CCN(c3ncnc4sc5c(c34)CCC5)CC2)cc1	-1.9	10	-0.8	0.64	110	-1.1	1.1	8%	8
COc1ccc(CCn2c(=N)c(C(=O)NCc3ccco3)cc3c(=O)n4ccccc4nc32)cc1OC	.	-2	3.0	-0.99	102	1	1.1	3%	-4
Cc1cnc(-c2nnc(N(C)C(=O)c3ccccn3)s2)cn1	-0.3	-2	-3.7	0.61	91	-0.43	1.2	1%	-6
Cc1csc(CCc2nc(C)cs2)n1	0.89	2	-3.7	-0.63	96	-0.35	1.1	3%	-3
COc1cccc(C2NC(CCSC)(C(=O)O)C3C(=O)N(C(C)C)C(=O)C23)c1O (centres undefined)	.	3	0.2	0.22	98	0.73	1.1	0%	-1
CCCOc1ccc(CC(=O)NCc2ccco2)cc1OC	-0.17	7	2.3	-0.85	101	-0.81	1.1	5%	-5
Cc1ccc(C(=O)NCCCN2CCOCC2)cc1N1CCCC1=O	-0.045	0	-3.0	-0.0062	75	-0.024	1.1	4%	-4
COc1ccccc1N=C(C)C1=C(O)CSC1=O	0.036	9	0.4	-0.038	99	-0.46	1	7%	-4
O=C(c1cnc2n(c1=O)CCS2)N(C1CCCCC1)C1CCCCC1	-1.6	5	0.0	0.25	102	-0.43	1	3%	-2
COc1ccc(OC)c(NC(=O)CSc2ncccc2C(=O)O)c1	0.23	2	-2.4	0.12	121	-0.95	1.1	3%	8
CC(=O)NC(c1ccccc1)c1nc2ccccc2[nH]1 (centres undefined)	1.9	.	0.1	0.078	98	0.35	1.1	3%	2
O=C(CCNS(=O)(=O)c1ccc2c(c1)CCC(=O)N2)Nc1ccc2c(c1)OCCO2	-0.18	7	-1.2	-0.43	78	0.25	1.1	6%	-1
COc1cc(S(=O)(=O)N(Cc2ccc(C)cc2)C2CCCCC2)ccc1-n1cnnn1	0.15	2	0.6	.	99	.	1.1	3%	-3
CC(c1ccco1)N(C(=O)Nc1ccc(Cl)cc1)c1ccccn1 (centres undefined)	-0.052	7	-0.8	-0.57	100	-0.7	0.98	3%	-3
COc1ccc(C)cc1NC(=O)CSc1nnc(-c2ccccn2)n1Cc1ccco1	-0.39	6	-3.1	0.2	98	-0.5	1.1	3%	.
OC(CN1CCN(c2ccccn2)CC1)Cn1c2ccccc2c2ccccc21 (centres undefined)	-2.7*	-9	9.1	0.34	112	-0.046	1	3%	0
c1ccc(-c2cnc(CSc3ncnc4sccc34)o2)cc1	1.3	-5	-1.0	0.64	92	0.11	1	2%	-6
Cc1oc(-c2cccc(Cl)c2)nc1CN1CCC(C(=O)NCc2ccco2)CC1	0.4	0	-3.6	-0.29	109	-0.47	1.1	5%	-5
Cc1cc(C)nc(N2CCN(c3nnnn3-c3ccccc3)CC2)n1	.	3	-2.1	-0.35	92	-0.039	1.2	1%	-1
Oc1oc(-c2ccco2)nc1C=Nc1ccccc1	-1.2	5	0.3	-0.35	31	0.69	1	4%	-2
CCCCC(=O)Nc1c(O)c2ccccc2[nH]c1=O	-0.13	5	-2.5	-0.2	134	-0.31	1.1	2%	-1
CCOC(=O)c1ccc(Nc2cc(C)nc3ncnn23)cc1	-0.6	10	1.7	-0.37	87	-1.3	1.1	6%	-5
Cc1ccc(S(=O)(=O)N[C@H](C(=O)N2CCC(C(=O)NCC(=O)O)CC2)C(C)C)cc1	-0.17	5	-0.1	0.034	204	-0.013	1.1	0%	-5
O=C(CSc1nnc(CNc2ccc(F)cc2)n1Cc1ccccc1)NCc1ccco1	-0.26	13	0.0	-0.29	122	0.65	1.1	8%	2
CCn1nnc(NC(=O)c2cc3ccccc3o2)n1	-0.17	6	-1.6	3.4*	97	0.21	1	2%	4
CCn1c(=O)n(CC)c2cc(S(=O)(=O)N3CCc4ccccc43)ccc21	-1	2	0.6	0.42	88	2.6*	1.1	4%	-3
O=C(c1ccccc1)N1CC(COc2ccccc2)OC(c2ccco2)O1 (centres undefined)	-0.72	-1	-3.8	1.1	75	0.27	1.1	3%	-2
COc1ccc2c(c1OC)C(=O)OC2CC(=O)c1ccc2c(c1)OCO2 (centres undefined)	-0.064	8	1.6	0.55	106	-0.24	1.2	5%	1
Cc1ccc(S(=O)(=O)N[C@H](C(=O)N2CCC(C(=O)N3CCC[C@H]3C(=O)O)CC2)C(C)C)cc1	-0.57	8	-3.5	0.46	72	0.26	1	7%	-1
Cc1cccn2c(=O)c3cc(C#N)c(=O)n(CCCN4CCOCC4)c3nc12	-0.94	-24	11	-0.36	101	-0.67	3*	3%[fluoresces]	-12
COC(=O)c1c(C)[nH]c(C(=O)CN2CCOCC2)c1C	.	9	-2.5	-0.59	101	-0.43	1	6%	0
Cc1cc(C(=O)OCC(=O)NCCc2ccccc2)c(C)o1	0.16	5	-1.8	0.04	90	0.23	1.1	3%	0
O=C(Nc1ccc2c(c1)OCCO2)c1cccc(S(=O)(=O)N2CCOCC2)c1	-0.12	7	1.2	-0.37	76	1.5	1.1	5%	-5
Cc1nc(NC(=O)C23CCC(C)(C(=O)O2)C3(C)C)sc1C (centres undefined)	-0.13	7	-1.5	-0.8	109	-0.79	1	4%	-1
COC(=O)c1ccc(C)c(NC(=O)CN2C(=O)c3ccccc3S2(=O)=O)c1	0.96	.	-1.1	0.021	148	-0.038	1.1	1%	-4
O=C(CSc1nc2ccccc2c(=O)n1CC1CCCCC1)N1CCOCC1	.	2	2.2	-0.76	88	1.9	1	2%	1
Cc1cccc(OCc2nc(C)cc(=O)[nH]2)c1	.	8	2.3	0.32	93	0.003	1.1	1%	-1
CCOC(=O)Cc1c[nH]c2ccccc12	0.91	8	-1.3	0.99	126	0.064	1.1	7%	-5
Cc1cc(C(C)(C)C)oc1C(=O)N1CCN(C(=O)c2oc(C(C)(C)C)cc2C)CC1	0.16	6	-2.2	0.42	84	0.39	1.1	7%	-6
O=C(Nc1cccc2nsnc12)c1cccs1	-0.15&0.62	2	-4.0&2.7	0.29&-0.03	42&58	-0.53&1.4	3.6*!	9%&4%[fluoresces]	-8&-2
CC(=O)C(Sc1nc(N2CCOCC2)nc(N2CCOCC2)n1)C(=O)Nc1ccccc1 (centres undefined)	0.57	8	0.4	.	54	.	1.1	4%	-2
COCCn1c(=S)[nH]c2cc(C(=O)N3CCN(c4ccccc4OC)CC3)ccc2c1=O	0.25	-2	0.1	-1.7	107	-0.11	1	5%	0

Limited to Hsp90 inh, for 3 of the compounds above:
Compound	Hsp90 inh
Cc1cc(C(=O)OCC(=O)NCCc2ccccc2)c(C)o1	0
O=C(Nc1ccc2c(c1)OCCO2)c1cccc(S(=O)(=O)N2CCOCC2)c1	-5
Cc1nc(NC(=O)C23CCC(C)(C(=O)O2)C3(C)C)sc1C (centres undefined)	-1

Outcome played no part in choosing rows. Share with any hit: about 16%.
